Screens from PubChem BioAssay.
BioA inh – M. tuberculosis BioA enzyme inhibitors, primary screen, biochemical, plate reader, single point, HTS; hit rate 0.096% among 360,000; inhibition, % at 9.99 µM; purified M. tuberculosis BioA enzyme; in the data active = inhibition above about 40%; inconclusive = no clear call, values can overlap the other calls
BoNT F protease – BoNT/F light chain protease inhibitors, primary screen, biochemical, flow cytometry, MLPCN library; hit rate 0.22% among 360,000; Multiplex microsphere protease cleavage assay; Botulinum neurotoxin type F light chain protease (Clostridium botulinum); inhibition, % at 10 µM; in the data active = inhibition above about 35%, passing the limit was not always enough; inconclusive = no clear call, values can overlap the other calls; also: plate controls were buffer without enzyme for full effect and enzyme alone for no effect
CCHF vOTU inh – CCHFV vOTU protease inhibitors, primary screen, biochemical, Pep-AMC substrate, fluorescence; inhibition, % at 11.5 µM; Crimean-Congo hemorrhagic fever virus L polyprotein viral ovarian tumor (vOTU) protease …; hit rate 0.55% among 370,000; AID 651958, 2012; also: 0% = vehicle wells with enzyme and 100% = no enzyme wells
Mtb FBA inh – Mtb FBA enzyme inhibitors, primary screen, biochemical, fluorescence, strain H37Rv. Fructose-bisphosphate aldolase (Mycobacterium tuberculosis (strain ATCC 25618 / H37Rv)), …. purified M. tuberculosis FBA, fluorescence read-out. inhibition, % at 1 µM. hit rate 2.3% among 360,000; in the data active = inhibition above about 27%;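 also: 0% = vehicle and 100% = reference inhibitor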
Target sequence (P9WQA3 whole entry, looked up): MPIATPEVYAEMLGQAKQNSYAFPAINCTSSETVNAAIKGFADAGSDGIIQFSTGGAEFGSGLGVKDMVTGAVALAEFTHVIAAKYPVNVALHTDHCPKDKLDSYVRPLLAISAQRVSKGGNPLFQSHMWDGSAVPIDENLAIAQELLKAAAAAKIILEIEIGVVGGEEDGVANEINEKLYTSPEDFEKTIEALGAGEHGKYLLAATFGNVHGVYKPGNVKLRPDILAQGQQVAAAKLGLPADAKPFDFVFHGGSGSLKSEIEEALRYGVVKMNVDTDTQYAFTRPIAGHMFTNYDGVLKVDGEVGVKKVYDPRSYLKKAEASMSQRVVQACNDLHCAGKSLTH
DUSP3 inh – VHR1 phosphatase inhibitors, primary screen, biochemical, absorbance, uHTS | Dual specificity protein phosphatase 3 (Homo sapiens), P51452 | recombinant VHR phosphatase, pNPP absorbance | inhibition, % at 13.3 µM | hit rate 0.52% among 290,000 | AID 1654, 2009; in the data active = inhibition above about 50%; also: some compounds called inactive have numbers as strong as hits
Target sequence (P51452 whole entry, looked up): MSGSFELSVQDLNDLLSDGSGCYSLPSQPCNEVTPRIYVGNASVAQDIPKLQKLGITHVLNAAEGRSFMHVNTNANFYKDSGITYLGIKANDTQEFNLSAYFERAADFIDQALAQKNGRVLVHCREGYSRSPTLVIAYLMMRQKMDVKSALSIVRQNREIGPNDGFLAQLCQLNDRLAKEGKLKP
Rv3671c protease – Rv3671c serine protease inhibitors, primary screen, biochemical, fluorescence polarization, M. tuberculosis H37Rv; P9WHR9; inhibition, % at 5.96 µM; hit rate 0.048% among 320,000; in the data active = inhibition above about 38%;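 also: extracellular domain of Rv3671c used as enzyme; 0% = enzyme with DMSO and 100% = no enzyme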
Target sequence (P9WHR9 whole entry, looked up, the tested form may be a part): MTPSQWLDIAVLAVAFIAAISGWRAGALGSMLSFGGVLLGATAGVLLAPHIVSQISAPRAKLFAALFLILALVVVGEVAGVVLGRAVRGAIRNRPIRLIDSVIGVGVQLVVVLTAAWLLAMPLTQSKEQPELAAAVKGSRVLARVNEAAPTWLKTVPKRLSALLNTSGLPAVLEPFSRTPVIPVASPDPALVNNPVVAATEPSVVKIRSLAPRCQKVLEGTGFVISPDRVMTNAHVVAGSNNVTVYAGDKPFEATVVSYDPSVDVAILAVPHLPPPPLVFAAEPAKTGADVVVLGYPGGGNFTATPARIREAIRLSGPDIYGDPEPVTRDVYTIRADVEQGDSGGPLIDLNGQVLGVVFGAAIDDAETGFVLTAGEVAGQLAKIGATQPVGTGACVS
FadD28 binding – inhibitors of FadD28 bisubstrate probe binding, primary screen, biochemical, fluorescence polarization, single point; inhibition, % at 12.5 µM; hit rate 0.22% among 360,000; in the data active = inhibition above about 8.5%, passing the limit was not always enough; inconclusive = no clear call, values can overlap the other calls
UGM FP inh – M. tuberculosis UGM enzyme inhibitors, primary screen, biochemical, fluorescence polarization, single point. UDP-galactopyranose mutase (Mycobacterium tuberculosis (strain ATCC 25618 / H37Rv)), …. purified UGM, fluorescence polarization probe displacement. inhibition, % at 10 µM. hit rate 0.06% among 320,000; in the data active = inhibition above about 10%, passing the limit was not always enough; inconclusive = no clear call, values can overlap the other calls
MazF activator – activators of E. coli MazEF toxin-antitoxin RNase, primary screen, biochemical, fluorescence, uHTS; Endoribonuclease toxin MazF (Escherichia coli (strain K12)), P0AE70; FAM/BHQ RNA-DNA oligo cleavage fluorescence, 5 h; activation, % at 20 µM; hit rate 0.32% among 350,000; in the data active = activation above about 50%
GDH-TPI counter – GDH-TPI coupling enzyme inhibitors, primary screen, artefact control for M. tuberculosis FBA inhibitor project, biochemical, absorbance, full deck | GDH-TPI coupled enzyme counterscreen, NADH absorbance | inhibition, % at 4.8 µM | hit rate 1.2% among 360,000 | AID 588335, 2011;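 also: 0% = DMSO wells and 100% = wells lacking the enzyme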
* = called active by the depositor; ? = inconclusive; . = no result given. Rule as the data show it, unless noted: active = inhibition above about 30%; inactive = the rest.

1. O=C(CSc1nc2ccccc2c(=O)n1Cc1ccco1)N1CCN(c2ccccc2)CC1
2. CC1(C)CC(O)CC(C)(C)N1CC(O)COCc1ccccc1 (stereo not given)
3. Nc1nc2ccc(Cc3ccncc3)cc2s1
4. CN(C)/C=N/c1ncn(-c2ncc(C(F)(F)F)cc2Cl)n1
5. Cc1ccc(C)c(N2CCN(C(=O)c3nn(C)c4c3CS(=O)(=O)c3ccccc3-4)CC2)c1
6. CCS(=O)c1ccccc1C(=O)OCC(=O)Nc1cccc(S(=O)(=O)N2CCCCC2)c1 (stereo not given)

assay / entry	1	2	3	4	5	6
BioA inh	1.5	-0.8	0.0	.	2.2	-0.3
BoNT F protease	0	-8	-2	-14	-1	-5
CCHF vOTU inh	-10	2	3	-3	1	-5
Mtb FBA inh	-1	2	0	-4	-1	-3
DUSP3 inh	12	2	25	8	28	.
Rv3671c protease	-1	0	-11	-4	6	-2
FadD28 binding	-1.1	-1.0	-3.7	-0.4	-2.0	-2.5
UGM FP inh	-0.3	-2.0	0.3	0.1	0.0	6.7
MazF activator	5	-1	5	5	3	6
GDH-TPI counter	3	7	-3	4	7	-2

7. O=C(CCc1ccccc1)Nc1cccnc1Cl
8. Cc1cc(N/N=C/c2ccccc2)nc(N)n1
9. CCOC(=O)c1c(C)[nH]c(-c2csc(C)n2)c1C
10. O=C(CNC(=S)N(Cc1ccccc1)Cc1ccccc1F)NCCc1ccccc1
11. CCc1ccc2c(c1)C(c1ccc(N3CCOCC3)cc1)=NNC(c1ccncc1)=N2
12. CN1CCc2c(sc3nc(NN)n(Cc4ccccc4)c(=O)c23)C1

assay / entry	7	8	9	10	11	12
BioA inh	-0.4	-1.8	.	.	.	0.8
BoNT F protease	66*	-1	-2	-2	-5	.
CCHF vOTU inh	-13	-3	8	16	-3	-4
Mtb FBA inh	-1	1	-2	-1	-1	2
DUSP3 inh	10	29	26	26	31	27
Rv3671c protease	-5	-6	4	-5	4	9
FadD28 binding	-3.8	-1.9	2.3	-6.2	-2.2	-3.9
UGM FP inh	0.4	-3.6	0.9	3.5	0.9	1.7
MazF activator	2	5	4	1	-13	4
GDH-TPI counter	-8	42*	-2	-4	9	3

Pulled by structure from the entries so far:
10. O=C(CNC(=S)N(Cc1ccccc1)Cc1ccccc1F)NCCc1ccccc1
9. CCOC(=O)c1c(C)[nH]c(-c2csc(C)n2)c1C
8. Cc1cc(N/N=C/c2ccccc2)nc(N)n1
11. CCc1ccc2c(c1)C(c1ccc(N3CCOCC3)cc1)=NNC(c1ccncc1)=N2

assay / entry	10	9	8	11
BioA inh	.	.	-1.8	.
BoNT F protease	-2	-2	-1	-5
CCHF vOTU inh	16	8	-3	-3
Mtb FBA inh	-1	-2	1	-1
DUSP3 inh	26	26	29	31
Rv3671c protease	-5	4	-6	4
FadD28 binding	-6.2	2.3	-1.9	-2.2
UGM FP inh	3.5	0.9	-3.6	0.9
MazF activator	1	4	5	-13
GDH-TPI counter	-4	-2	42*	9

Continuation:
13. COc1ccc(NC(=S)NCC2CCN(c3ccc(OC)cc3)C2)cc1 (stereo not given)
14. COc1ccc(S(=O)(=O)N2CCOCC2)cc1NC(=O)c1ccccc1-c1ccc(C(F)(F)F)cc1
15. O=C(Cc1ccccc1)Nc1nnc(-c2ccco2)s1
16. CC(C)(C)c1cc(NS(=O)(=O)c2ccc3c(c2)OCCO3)on1
17. CCC(NC(=O)c1ccccc1NC(=O)c1ccccc1)C(=O)O (stereo not given)
18. CCn1ccc(C(=O)NC2=C(C#N)CCC2)n1

assay / entry	13	14	15	16	17	18
BioA inh	.	-3.9	0.5	0.5	-0.5	3.2
BoNT F protease	-25	-2	-2	10	7	20
CCHF vOTU inh	-11	-2	7	12	3	-2
Mtb FBA inh	-3	1	3	-3	-6	7
DUSP3 inh	-7	-1	16	29	-11	6
Rv3671c protease	7	-7	-1	4	-2	3
FadD28 binding	-2.1	0.0	-0.9	-1.5	-4.9	1.0
UGM FP inh	3.6	-1.4	0.0	2.9	0.2	-0.9
MazF activator	26	-2	4	-7	-3	1
GDH-TPI counter	-2	3	8	11	4	0

19. NC(=O)c1ccc(NC(=O)COC(=O)CCCOc2ccccc2)cc1
20. O=C(OCc1cc(=O)n2c(n1)sc1ccccc12)c1cccc(O)c1
21. O=C(O)C1C(C(=O)O)C2(Cl)C(Cl)=C(Cl)C1(Cl)C2(Cl)Cl (stereo not given)
22. Cc1ccc(-c2csc(NC(=O)C3=COCCO3)n2)cc1
23. COc1cc(NC(=O)CN2C(=O)NC(c3ccccc3)(c3ccccc3)C2=O)c(C)cc1[N+](=O)[O-]
24. CC(=NCCc1ccccc1)C1=C(O)CCC1=O

assay / entry	19	20	21	22	23	24
BioA inh	.	1.7	-0.9	.	.	.
BoNT F protease	-11	4	-7	-12	-2	-8
CCHF vOTU inh	-11	-6	6	-13	0	7
Mtb FBA inh	-1	2	0	-3	-1	1
DUSP3 inh	.	-8	.	7	26	22
Rv3671c protease	.	-59	1	-4	-35	-7
FadD28 binding	-3.2	-3.9	-1.1	0.2	-2.6	0.1
UGM FP inh	.	0.8	1.5	-0.9	1.0	0.6
MazF activator	-1	16	2	4	6	11
GDH-TPI counter	1	17	-12	6	10	9

25. CCOC(=O)c1c(NC(=O)C2CCCO2)sc(C(N)=O)c1C (stereo not given)
26. COc1ccccc1NC(=O)Cn1c(=O)oc2ccccc21
27. COc1ncnc2c1ncn2CCCNc1ccc(C)c(C)c1
28. CCCSc1cc(N)cc([N+](=O)[O-])c1
29. Cc1ccc(N=Nc2ccc(N)cc2C)c(S(N)(=O)=O)c1
30. O=C(O)c1cc([N+](=O)[O-])ccc1-c1ccc([N+](=O)[O-])cc1C(=O)O

assay / entry	25	26	27	28	29	30
BioA inh	5.5	-2.8	-0.2	.	-0.5	0.0
BoNT F protease	-7	1	-5	-7	9	6
CCHF vOTU inh	8	-15	12	-4	4	20
Mtb FBA inh	-7	2	4	-2	-4	0
DUSP3 inh	6	-9	.	-5	31	.
Rv3671c protease	-1	-1	.	3	7	.
FadD28 binding	0.1	-0.1	-1.5	-1.1	-0.2	-2.7
UGM FP inh	-2.1	-0.8	.	-3.7	1.8	.
MazF activator	9	4	1	3	3	4
GDH-TPI counter	16	9	12	4	14	6

31. CC1=CC(C)(C)N2C(=O)C3(NCCc4c3[nH]c3ccccc43)c3cccc1c32 (stereo not given)
32. CC(=O)Nc1cccc(C(=O)NC2CCCc3c2cnn3-c2cc(C)cc(C)c2)c1 (stereo not given)
33. CC(C)CCc1c(O)nc(SCC(=O)N2CCCCCC2)[nH]c1=O
34. COc1ccc(NS(=O)(=O)c2ccc(C)c(NC(=O)NC3CCCCC3)c2)cc1
35. CC1(C)Cc2c(C#N)c(SCc3ccccc3)nc(N3CCOCC3)c2CO1
36. Cc1[nH]c2ccccc2c1C1C(c2ccccc2)=NN=C(C(C)C)N1O (stereo not given)

assay / entry	31	32	33	34	35	36
BioA inh	0.3	1.6	-1.2	.	2.3	-1.0
BoNT F protease	-6	9	4	-1	0	-15
CCHF vOTU inh	-3	16	0	-2	-2	13
Mtb FBA inh	5	-2	0	0	-6	2
DUSP3 inh	16	14	36	26	19	18
Rv3671c protease	-6	-1	-3	-96	-10	-11
FadD28 binding	-2.3	-4.0	-0.8	-3.2	-0.2	0.0
UGM FP inh	-0.1	3.5	1.1	-0.2	-1.2	-2.7
MazF activator	4	2	.	1	-6	-2
GDH-TPI counter	-5	-8	-2	9	75*	11

37. O=C(O)c1cccc(S(=O)(=O)N2CCc3ccccc3C2)c1
38. COc1ccccc1CN1CC(C(=O)NCCN2CCNC2=O)CCC1=O (stereo not given)
39. CCOC(=O)c1c(N)sc(C(=O)OCCOC)c1C
40. COc1ccc2c(CCNC(=O)CN3C(=O)c4ccccc4C3=O)c[nH]c2c1
41. CC(C)N(C)Cc1nnnn1CC(=O)N(C)Cc1cccc(Cl)c1
42. CC(=O)c1cccc(NC(=O)N2C3CCC2CC(O)(c2cccnc2)C3)c1 (stereo not given)

assay / entry	37	38	39	40	41	42
BioA inh	-1.7	-1.6	.	.	-1.5	-0.2
BoNT F protease	?	-4	1	-4	-5	-11
CCHF vOTU inh	-1	-11	-12	-11	-2	2
Mtb FBA inh	4	0	0	3	1	1
DUSP3 inh	-4	-9	21	-10	-4	-1
Rv3671c protease	3	7	-6	0	3	6
FadD28 binding	-0.7	-0.1	0.2	-0.8	-2.5	-0.4
UGM FP inh	-0.6	0.1	-1.8	-1.5	3.5	-2.5
MazF activator	2	-2	-5	9	-1	-14
GDH-TPI counter	9	0	9	8	5	17

43. O=[N+]([O-])c1cc(S(=O)(=O)Nc2ccccc2)ccc1-n1nnc2ccccc21
44. COc1ccc(/C=N/NC(=O)CCn2nc(C)cc2C)cc1
45. COc1ccc(/C=N/n2c(-c3ccc(C)cc3)n[nH]c2=S)cc1OC
46. Fc1ccc(C(CCCn2nnc(-c3cccnc3)n2)c2ccc(F)cc2)cc1
47. CN(C)S(=O)(=O)c1ccc(C(=O)NCCS(=O)(=O)N2CCN(c3ccc(F)cc3)CC2)cc1
48. O=C(CNC(=O)c1ccc(Br)cc1)OCc1cc([N+](=O)[O-])cc2c1OCOC2
49. CN(c1ccc(C(=O)NCCSCc2ccc(Cl)cc2)cc1)S(=O)(=O)c1ccccc1
50. Cc1c(C(=O)NCc2ccccn2)oc2ccc(S(=O)(=O)N3CCOCC3)cc12
51. CCCOc1ccc(-c2c(C(=O)N/N=C/C3CC=CCC3)nnn2-c2nonc2N)cc1 (stereo not given)

assay / entry	43	44	45	46	47	48	49	50	51
BioA inh	.	0.1	.	.	-1.9	.	.	0.9	-1.3
BoNT F protease	-5	0	?	5	-8	4	-20	-1	-2
CCHF vOTU inh	9	0	-3	0	3	18	-7	-4	-2
Mtb FBA inh	-3	-1	0	-3	2	2	3	2	0
DUSP3 inh	2	1	-4	12	-15	42	13	0	0
Rv3671c protease	-4	2	-7	-5	1	8	-36	-2	-36
FadD28 binding	0.4	-1.8	-1.4	-3.1	0.3	-1.0	2.8	-0.1	-3.9
UGM FP inh	3.6	3.1	-0.1	-1.0	-2.8	1.2	0.3	2.6	-0.6
MazF activator	-5	8	0	-2	-2	3	-9	9	-16
GDH-TPI counter	16	14	8	5	9	4	-4	0	4
